Cneo AK release: Cryptococcus neoformans lysis via adenylate kinase release; C. neoformans lysis, adenylate kinase release luminescence, 4 h; normalised: neutral wells 0, clomiphene wells 100; lysis activity, % at 15 µM; hit rate 0.2% among 360,000; AID 651654;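 active = mean lysis activity across replicates of at least 80%, whatever share of replicates individually reach that level; inactive = mean lysis activity below 80%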
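Material: C. neoformans cells | Amount: Yeast cell density of 5 × 10^6 cells/mL | Medium: Fresh YPD growth medium | Dosing: Single dose | Times: Static 4 h at 37 °C with compound, 1 h detection | Detection: AK luminescence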
PGC1a acetyl inh: PGC1a acetylation modulation, inhibitor mode. U2OS PGC1a acetylation, AlphaScreen anti-acetyl-lysine; with virally co-expressed GCN5 acetyltransferase. inhibition, % at 15.6 µM. hit rate 0.17% among 350,000;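 active = every replicate shows inhibition of at least 40%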;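 also: 0% = neutral control wells and 100% = positive control wells; some results beyond the cut were filed as inactive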
PglD inh: inhibitors of Campylobacter jejuni PglD acetyltransferase; purified PglD enzyme, DTNB colorimetric CoA detection; inhibition, % at 12.5 µM; hit rate 0.098% among 360,000; AID 602405; in the data active = inhibition above about 16%, passing the limit was not always enough; also: strong numbers were not always called active
RAD54 branch: blocks human RAD54 Holliday junction branch migration; FAM/BHQ fluorescence; Q92698; hit rate 0.14% among 360,000; inhibition, % at 10.4 µM;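 active = mean normalized replicate activity at least 40 and at least half of replicates scoring 40 or more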;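 also: 0% = median of neutral control wells and 100% = median of positive control wells; inhibitors cause a drop in the FAM fluorescence signal; in these data hits start at about 50%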
Target sequence (Q92698 whole entry, looked up): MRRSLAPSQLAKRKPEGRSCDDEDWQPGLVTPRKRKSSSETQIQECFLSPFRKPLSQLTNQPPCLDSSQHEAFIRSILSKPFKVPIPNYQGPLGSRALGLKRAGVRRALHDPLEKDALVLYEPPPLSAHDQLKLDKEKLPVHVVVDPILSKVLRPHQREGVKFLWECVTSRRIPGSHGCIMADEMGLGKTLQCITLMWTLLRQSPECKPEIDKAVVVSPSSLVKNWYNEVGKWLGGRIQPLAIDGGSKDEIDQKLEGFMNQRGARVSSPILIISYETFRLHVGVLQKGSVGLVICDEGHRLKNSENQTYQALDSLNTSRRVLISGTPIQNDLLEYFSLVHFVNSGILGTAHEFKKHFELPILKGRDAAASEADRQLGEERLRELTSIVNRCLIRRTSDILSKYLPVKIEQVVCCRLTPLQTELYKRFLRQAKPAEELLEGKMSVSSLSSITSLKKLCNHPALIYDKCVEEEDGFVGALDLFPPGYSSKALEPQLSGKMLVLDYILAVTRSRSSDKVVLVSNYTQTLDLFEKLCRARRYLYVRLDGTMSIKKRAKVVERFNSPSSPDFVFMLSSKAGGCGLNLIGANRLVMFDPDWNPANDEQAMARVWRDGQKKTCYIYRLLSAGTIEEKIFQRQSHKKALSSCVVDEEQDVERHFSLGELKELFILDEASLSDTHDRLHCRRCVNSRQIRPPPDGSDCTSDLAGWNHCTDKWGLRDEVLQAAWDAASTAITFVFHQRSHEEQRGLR
miR122 inh: miR-122 inhibition in Huh7 cells. Huh7 miR-122 Renilla luciferase sensor, 48 h; neutral wells = 0, positive control = 100. AID 602342. hit rate 0.3% among 340,000. activation (reporter increase), % at 12.5 µM;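 active = mean replicate activation score at least 90 and every replicate individually at or above 90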;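 also: higher luciferase means less miR-122 activity so hits act as miR-122 inhibitors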
E-sel inducer: induces E-selectin expression in human endothelial cells; HUVEC E-selectin immunofluorescence imaging; normalized: neutral wells 0, TNF-alpha wells 100; hit rate 0.37% among 260,000; activation, % at 7.58 µM;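 active = mean E-selectin-positive cell signal at least 10% of the positive control, reached in at least 60% of replicates, without over 20% cell loss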;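 also: in these data hits start at about 27%; measured in HUVEC primary endothelial cells; signal is the percent of cells scored E-selectin positive by PE staining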
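Test system: HUVEC; input: 3,000 HUVEC/well; measured by: immunofluorescence imaging; read-out: % PE-positive cells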
RAD52 inh: inhibitors of human RAD52 DNA annealing. P43351. recombinant RAD52 DNA annealing, FRET fluorescence. inhibition, % at 18.7 µM. hit rate 0.46% among 360,000. AID 651710;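 active = every replicate showing at least 50% inhibition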
ERAP1 inh: ERAP1 (human) enzyme inhibition | Q9NZ08 | recombinant ERAP1, Leu-AMC fluorescence, 60 min | inhibition, % at 10.7 µM | hit rate 0.15% among 340,000 | AID 652197;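 active = mean replicate inhibition of at least 30%, or all replicates individually reaching that 30% level; inactive = mean below 30% and not every replicate reaching it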;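 also: 0% = neutral control wells and 100% = L-leucinethiol positive control wells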
* = called active by the depositor; / = no result given; & = joins results of further samples; [ ] = dose if it differs, or a comment.

SMILES | Cneo AK release | PGC1a acetyl inh | PglD inh | RAD54 branch | miR122 inh | E-sel inducer | RAD52 inh | ERAP1 inh
O=C(C[C@H]1CC[C@@H]2[C@H](COC[C@@H](O)CN2C(=O)c2ccccc2F)O1)NCc1ccccc1 | 2 | 2 | 3 | 6 | 1[16.7 µM] | 0.3 | -10 | -3
Cc1ccc(-c2csc3ncnc(N4CCN(C)CC4)c23)cc1C | 2 | / | -4 | 3 | / | / | 6 | 1
Cc1ccc(NC(=O)COc2nsnc2N2CCOCC2)cc1Cl | 0 | -28 | -4 | 5 | -3 | 0.2 | -11 | -3
N#Cc1c(NC(=O)c2nc3ncccn3n2)sc2c1CCCCC2 | 3 | 2 | / | -6 | -7 | / | / | /
COc1cccc(-c2ccc(CN3C(C)C(=O)N(Cc4cn(Cc5ccco5)nn4)CCS3(=O)=O)cc2)c1OC (configuration not stated) | 1 | -5 | -1 | -3 | -4 | -0.1 | -1 | 7
CN(C)CCCn1c(-c2ccccc2)nc(=S)c2c1CCCC2 | -2 | / | -3 | -9 | -6 | / | / | /
CC1=C(C(=O)Nc2cc(C(=O)N3CCN(c4cccc(C)c4)C(C)C3)ccc2C)SCCO1 (configuration not stated) | 16 | -28 | 4 | 7 | 0 | / | -13 | -2
CC(=O)CCc1oc2ccccc2c1-c1ccccc1 | 0 | / | 3 | 3 | 11 | 0.0 | -12 | 3
O=C(N/C=N/O)C1=NOC(CNc2ncc(C(F)(F)F)cc2Cl)C1 (configuration not stated) | -1 | 4 | -4 | -1 | -5 | / | / | /
Cc1cccc(C(=O)Nc2c(C#N)c(C)c(C)n2Cc2ccccc2)c1 | 2 | -3 | -2 | 6 | 1 | / | / | /

Compounds shown so far containing a halogen:
SMILES | Cneo AK release | PGC1a acetyl inh | PglD inh | RAD54 branch | miR122 inh | E-sel inducer | RAD52 inh | ERAP1 inh
O=C(C[C@H]1CC[C@@H]2[C@H](COC[C@@H](O)CN2C(=O)c2ccccc2F)O1)NCc1ccccc1 | 2 | 2 | 3 | 6 | 1[16.7 µM] | 0.3 | -10 | -3
Cc1ccc(NC(=O)COc2nsnc2N2CCOCC2)cc1Cl | 0 | -28 | -4 | 5 | -3 | 0.2 | -11 | -3
O=C(N/C=N/O)C1=NOC(CNc2ncc(C(F)(F)F)cc2Cl)C1 (configuration not stated) | -1 | 4 | -4 | -1 | -5 | / | / | /

The list continues:
SMILES | Cneo AK release | PGC1a acetyl inh | PglD inh | RAD54 branch | miR122 inh | E-sel inducer | RAD52 inh | ERAP1 inh
CC(C)c1cc(CNC(=O)C2CCC(=O)N(CCc3ccc(Cl)cc3)C2)on1 (configuration not stated) | 0 | -1 | 1 | -8 | 3 | / | -12 | -4
O=C(CNCc1ccccc1)Nc1ccccc1-c1ccccc1 | 2 | -12 | / | 3 | -5 | / | 3 | 1
CCC(=O)N1CC2(CCN(Cc3ccc(Cl)cc3)CC2)c2c(n(C)c3cc(OC)ccc23)[C@H]1CO | / | 6 | / | / | / | 0.1 | 20 | -1
Cc1oc(-c2cccs2)nc1CS(=O)CC(=O)NCc1ccc2c(c1)OCO2 (configuration not stated) | -4 | 0 | 3 | -1 | -2 | -0.1 | -26 | -3
Cc1ccc(NC(=O)C2CCN(C(=O)OC(C)(C)C)CC2)cc1S(=O)(=O)N1CCCCC1 | -5 | -10 | -1 | -1 | 1 | / | -22 | 3
O=C(COc1ccccc1[N+](=O)[O-])Nc1ccc(CN2CCOCC2)cc1 | 1 | 0 | 2 | 12 | -1 | / | 1 | 2
Cn1c(CNC(=O)Cc2ccc3c(c2)OCO3)nnc1SCc1ccccc1 | 2 | -6 | 1 | 0 | -3 | / | / | /
Cc1cc(C)c(CN2CCN(C(=O)Cn3cnc4c(NCc5ccccc5)ncnc43)CC2)c(C)c1 | 1 | / | 0 | 0 | -6 | / | -14 | /
CC[C@H](C)[C@H]1CNC(=O)C(=O)N1CC1CCN(CCCc2ccc(OC)c(OC)c2)CC1 | 1 | 3 | -2 | -4 | 2 | / | -14 | -1
O=C(CSc1n[nH]c(-c2ccccc2)n1)Nc1ccccc1O | 2 | -10 | 5 | -5 | -1 | 0.2 | -2 | -1
CCCNC(=O)N(C)C[C@H]1Oc2ncc(C3=CCCCC3)cc2C(=O)N([C@@H](C)CO)C[C@@H]1C | 0 | -16 | 2 | -10 | -7[16.7 µM] | 0.0 | 14 | 1
CCCn1c(SCC(=O)Nc2nc(C)c(C(=O)OC)s2)nnc1C(C)C | -1 | 2 | 0 | 2 | -4 | / | / | /
O=C(Nc1ncc([N+](=O)[O-])s1)C1COc2ccccc2O1 (configuration not stated) | -15 | -15 | -13 | 10 | -9 | -1.1 | -9 | 4
CCCNc1ncnc2[nH]ncc12 | -1 | 15 | -1 | 5 | 2 | -0.5 | -3 | 0
C[C@@H]1CN([C@H](C)CO)C(=O)c2cccc(NC(=O)c3ccc(-c4nccs4)cc3)c2O[C@H]1CN(C)S(=O)(=O)c1ccc(F)cc1 | 17 | 0 | -2 | 0 | -32[16.7 µM] | 1.4 | -14 | -2
COc1ccc(-c2c3c(=O)n(C)c(=O)n(C)c3cn2-c2cc(OC)ccc2OC)cc1 | -1 | -4 | -3 | 1 | 3 | / | / | /
Cc1cc(N2CCN(Cc3cn(C)nc3-c3ccccc3F)CC2)cc(C)n1 | 0 | 4 | 0 | 3 | 12 | -1.2 | -16 | -1
CC(=O)Nc1ccc2c(c1)C(=O)N(C)[C@H]1CC[C@@H](CC(=O)N3CCc4ccccc4C3)O[C@@H]1CO2 | -1 | 9 | 2 | 3 | 38[16.7 µM] | 0.0 | / | /
COc1ccc(Cc2noc(CN(C)CC3CCN(Cc4ccccc4)CC3)n2)cc1OC | / | -15 | / | / | -3 | 0.3 | -7 | -3
Cc1nc(C(=O)NNC(=O)c2ccccc2)c(C(F)(F)F)o1 | 1 | / | 8 | 0 | 7 | / | -11 | 0
C[C@@H]1CN([C@H](C)CO)S(=O)(=O)c2ccc(C#C[C@@H](C)O)cc2O[C@@H]1CN(C)C(=O)C1CC1 | 44 | / | -3 | -4 | 2[16.7 µM] | 0.3 | 17 | 0
CCn1c2ccccc2c2cc(/C=N/NC(=O)c3cc(O)cc(O)c3)ccc21 | 1 | 18 | -3 | -11 | 10 | / | -452 | 9
CC(=O)N(C)C[C@H]1Oc2ncc(C#Cc3ccc(F)cc3)cc2C(=O)N([C@@H](C)CO)C[C@H]1C | -9 | 6 | 1 | -4 | -1[16.7 µM] | 0.5 | 0 | 0
O=C(COC(=O)/C=C/c1cccc(C(F)(F)F)c1)NC1CCCCCC1 | / | 12 | / | / | / | 2.9 | 0 | 2
CCN(CC)S(=O)(=O)c1ccc(C)c(NC(=O)COC(=O)c2ccc(C)c(S(=O)(=O)N3CCOCC3)c2)c1 | -1 | 1 | 5 | -2 | 6 | -2.1 | / | /
COc1ccc(C(=O)c2c[nH]c(C(=O)NCc3cccnc3)c2)cc1 | -3 | -71 | 7 | 7 | -1 | / | / | /
C[C@@H]1CN([C@@H](C)CO)C(=O)c2cc(NC(=O)CCN3CCOCC3)ccc2O[C@@H]1CN(C)C(=O)Nc1ccc(F)cc1 | -2 | 9 | 2 | -10 | 7[16.7 µM] | 0.1 | -4 | -4
CC(C)NC(=O)N(C)C[C@H]1Oc2c(NC(=O)C3CC3)cccc2C(=O)N([C@@H](C)CO)C[C@@H]1C | -2 | 5 | -3 | 7 | -3[16.7 µM] | 2.1 | -17 | -1
COc1ccc(C(CNC(=O)c2ccc(NS(=O)(=O)c3ccc(F)c(C)c3)cc2)N(C)C)cc1 (configuration not stated) | 4 | -5 | 1 | 13 | / | / | -7 | 2
Clc1ccc(CNc2nc(N3CCOCC3)nc(N3CCOCC3)n2)cc1 | -2 | -56 | / | -9 | 129* | / | / | /
C[C@H](O)C#Cc1cnc2c(c1)C(=O)N([C@@H](C)CO)C[C@H](C)[C@H](CN(C)Cc1cncnc1)O2 | -3 | -2 | 1 | -8 | -5[16.7 µM] | 0.0 | 1 | -2
Cc1ccn(C)c(=N)c1 | 2 | / | 6 | -2 | / | 0.0 | 3 | 3
C=CCN1CCc2c(cc(O)c(O)c2Br)[C@@H](c2ccccc2)C1 | 1 | 23 | 2 | 0 | 4 | -0.2 | -5 | -4
O=C(OCCc1cc2ccccc2c(=O)o1)c1ccc(C(F)(F)F)cc1 | 3 | / | 5 | -3 | / | 0.2 | -6 | -2
CCOC(=O)C1CCN(c2ncnc3cc(OC)c(OC)cc23)CC1 | / | 3 | / | / | / | 1.2 | 6 | 9
COC(=O)C(C)(C(=O)OC)c1ccc([N+](=O)[O-])cn1 | 1 | 16 | / | -10 | -4 | -1.2 | / | /
CNS(=O)(=O)c1cccc(C(=O)OCc2cc(C(C)=O)ccc2OC)c1 | / | -11 | / | / | / | -0.9 | -22 | -3
Cc1noc(C)c1NC(=O)Nc1ccc2c(c1)C(=O)N([C@H](C)CO)C[C@@H](C)[C@H](CN(C)Cc1ccc3c(c1)OCO3)O2 | 0 | 1 | 1 | 10 | 0[16.7 µM] | / | -7 | 5
CCCN(C)C[C@H]1Oc2cc(C#CCC(C)C)ccc2S(=O)(=O)N([C@H](C)CO)C[C@H]1C | 6 | -4 | -1 | -6 | 13[16.7 µM] | 1.3 | 30 | 2
COc1ccc(S(=O)(=O)NCCc2ccccc2)c2cccnc12 | 1 | -1 | 2 | 3 | 15 | 0.1 | -8 | -2

Brought forward from above: four compounds, then new ones.
SMILES | Cneo AK release | PGC1a acetyl inh | PglD inh | RAD54 branch | miR122 inh | E-sel inducer | RAD52 inh | ERAP1 inh
CNS(=O)(=O)c1cccc(C(=O)OCc2cc(C(C)=O)ccc2OC)c1 | / | -11 | / | / | / | -0.9 | -22 | -3
Cc1noc(C)c1NC(=O)Nc1ccc2c(c1)C(=O)N([C@H](C)CO)C[C@@H](C)[C@H](CN(C)Cc1ccc3c(c1)OCO3)O2 | 0 | 1 | 1 | 10 | 0[16.7 µM] | / | -7 | 5
CCCN(C)C[C@H]1Oc2cc(C#CCC(C)C)ccc2S(=O)(=O)N([C@H](C)CO)C[C@H]1C | 6 | -4 | -1 | -6 | 13[16.7 µM] | 1.3 | 30 | 2
COc1ccc(S(=O)(=O)NCCc2ccccc2)c2cccnc12 | 1 | -1 | 2 | 3 | 15 | 0.1 | -8 | -2
C[C@H](CO)N1C[C@H](C)[C@@H](CN(C)S(=O)(=O)c2ccc(Cl)cc2)Oc2ccc(NC(=O)C3CCCCC3)cc2C1=O | 6 | -8 | 0 | -3 | 0[16.7 µM] | / | -11 | 2
CCCCNC(=S)Nc1cccc(C(C)=O)c1 | 6 | / | -12 | -11 | 7 | 1.2 | / | /
C[C@@H]1CN([C@@H](C)CO)C(=O)CCCn2cc(nn2)CO[C@H]1CN(C)CC1CCCCC1 | 7 | 0 | -1 | -4 | 4[16.7 µM] | 0.3 | 4 | 0
O=C(c1ccc(N2CCN(C(=O)c3ccc(F)cc3F)CC2)cc1)c1cccc(F)c1 | -1 | / | -3 | 12 | / | -0.4 | -18 | -1
C[C@@H]1CN([C@H](C)CO)C(=O)c2cccc(NC(=O)Nc3ccccc3)c2O[C@H]1CN(C)S(=O)(=O)c1cn(C)cn1 | 38 | -3 | -3 | -10 | 4[16.7 µM] | -0.2 | 3 | -5
C[C@@H]1CN([C@@H](C)CO)C(=O)CCCn2nncc2CO[C@@H]1CN(C)S(=O)(=O)c1ccc2ccccc2c1 | 0&-2 | 10&10 | -5&-2 | -5&3 | -2 | -0.1&0.0 | -7&8 | 1&-1

Screens from PubChem BioAssay.
